High-throughput results: PubChem, National Center for Advancing Translational Sciences (NCATS)
POLI inh: DNA polymerase iota (human) inhibition. Q9UNA4. Pol iota fluorescent replication assay, 10 min. Potency, µM (titrated, usually from 115 µM), for inactives: top-dose activity, negative = inhibition, actives largely listed as inhibitors. actives 1% (n = 390,000); further: potency means the concentration at half of the fitted maximal effect
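Fluorescent replication assay read twice, at 0 min and 10 min after adding 50 nM (final) substrate. Enzyme (10 nM) and compounds were first incubated 15 min at room temperature; enzyme-free buffer wells were negative controls.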
POLH inh: inhibitors of human DNA polymerase eta; Q9Y253; Potency, µM (highest dose often 114 µM), inactives show top-dose activity change, negative = inhibition, most hits filed as inhibitors; actives 1.2% (n = 390,000); recombinant Pol eta, fluorescent DNA replication assay; AID 588591; further: potency means the concentration at half of the fitted maximal effect; on the % scale 0 is the no-effect control and ±100 the full control effect
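Fluorescent replication assay: 50 nM final substrate added after a 15 min room-temperature compound preincubation with 10 nM enzyme. Signal taken at 0 min and again at 10 min.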
APEX1 inh: APE1 (human) endonuclease inhibition; Potency, µM (doses to about 65.8 µM), inactives show at the highest dose activity change, negative = inhibition, hits mostly inhibitors; P27695; actives 0.35% (n = 350,000); AID 2517; recombinant APE1, TAMRA/BHQ-2 abasic DNA cleavage fluorescence;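 further: potency means the concentration at half of the fitted maximal effect; plate controls were vehicle for no effect and reference inhibitor for full effect; nearly all actives have a fitted effect of over 55% in size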
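Kinetic fluorescence read (525 ex/598 em nm, three reads 60 s apart) of AP-site incision; signal = third minus first read. Enzyme 0.75 nM, dual-labelled THF duplex 50 nM, compound preincubation 15 min RT.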
BLM inh: Bloom syndrome helicase (human) inhibition. P54132. recombinant BLM DNA unwinding, fluorescence dequenching. Potency, µM (top dose mostly 56.1 µM), without a hit: at the top dose activity change, negative = inhibition, hits mostly inhibitors. actives 0.2% (n = 350,000);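 further: potency means the concentration at half of the fitted maximal effect; plate controls were vehicle for no effect and no enzyme for full effect; nearly all actives have a fitted effect of over 35% in size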
RXFP1 antagonist: RXFP1 (human) relaxin receptor antagonism; HEK293-RXFP1, relaxin-stimulated cAMP HTRF, 30 min; hits give low values; activity change, negative = inhibition, % at 57.5 µM; actives 0.59% (n = 350,000); AID 1259400;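 active means activity change of -60% or lower, but not beyond a set lower limit; inconclusive means change between -60% and -40%, or beyond the set limit; inactive means change above -40%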; further: on the % scale 0 is the no-effect control and ±100 the full control effect
Anesthetic bind: candidate novel general anesthetic via apoferritin binding; apoferritin/1-aminoanthracene competitive binding, fluorescence; actives 0.074% (n = 350,000); Potency, µM (series often up to 77.5 µM), for inactives: at the highest dose activity change, negative = displacement, actives largely listed as inhibitors; P02791; AID 485281; further: potency means the concentration at half of the fitted maximal effect; on the % scale 0 is the no-effect control and ±100 the full control effect; nearly all actives have a fitted effect of over 20% in size
Target sequence (P02791 2-175 limits assumed): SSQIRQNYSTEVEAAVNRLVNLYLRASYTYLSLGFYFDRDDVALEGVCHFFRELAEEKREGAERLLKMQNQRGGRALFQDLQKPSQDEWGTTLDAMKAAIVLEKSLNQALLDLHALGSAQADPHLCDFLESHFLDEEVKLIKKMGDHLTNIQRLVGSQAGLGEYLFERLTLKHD
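Steps: apoferritin (10 uM) was premixed with half-saturated 1-AMA in PBS, compounds were pin-transferred, plates stood 10 min at room temperature, fluorescence was read at 380/535 nm, and curves were fitted with a Hill equation.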
PGK inhibitor: T. brucei PGK inhibition. AID 602233. P07378. actives 0.043% (n = 380,000). Potency, µM (highest dose often 57.5 µM), for inactives: top-dose activity change, negative = inhibition, hits mostly inhibitors. PGK/GAPDH coupled, Kinase-Glo luminescence, 60 min; further: potency means the concentration at half of the fitted maximal effect; on the % scale 0 is the no-effect control and ±100 the full control effect; nearly all actives have a fitted effect of over 60% in size
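Luminescent ATP detection (Kinase-Glo Plus) follows a 60-minute room-temperature incubation, with wells lacking PGK as controls. Buffer: 100 mM TEA (pH 7.6), 5 mM MgCl2, 0.01% Tween-20. Coupling enzyme GAPDH (100 nM final) supplies unstable 1,3-BPG in-well.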
Pol kappa inh: DNA polymerase kappa (human) inhibition | Q9UBT6 | AID 588579 | purified Pol kappa, fluorescent DNA synthesis assay, 10 min | actives 0.53% (n = 400,000) | Potency, µM (series often up to 107 µM), without a hit: top-dose activity, negative = inhibition, usual class: inhibitors; further: potency means the concentration at half of the fitted maximal effect; on the % scale 0 is the no-effect control and ±100 the full control effect
Target sequence (Q9UBT6 whole entry, looked up): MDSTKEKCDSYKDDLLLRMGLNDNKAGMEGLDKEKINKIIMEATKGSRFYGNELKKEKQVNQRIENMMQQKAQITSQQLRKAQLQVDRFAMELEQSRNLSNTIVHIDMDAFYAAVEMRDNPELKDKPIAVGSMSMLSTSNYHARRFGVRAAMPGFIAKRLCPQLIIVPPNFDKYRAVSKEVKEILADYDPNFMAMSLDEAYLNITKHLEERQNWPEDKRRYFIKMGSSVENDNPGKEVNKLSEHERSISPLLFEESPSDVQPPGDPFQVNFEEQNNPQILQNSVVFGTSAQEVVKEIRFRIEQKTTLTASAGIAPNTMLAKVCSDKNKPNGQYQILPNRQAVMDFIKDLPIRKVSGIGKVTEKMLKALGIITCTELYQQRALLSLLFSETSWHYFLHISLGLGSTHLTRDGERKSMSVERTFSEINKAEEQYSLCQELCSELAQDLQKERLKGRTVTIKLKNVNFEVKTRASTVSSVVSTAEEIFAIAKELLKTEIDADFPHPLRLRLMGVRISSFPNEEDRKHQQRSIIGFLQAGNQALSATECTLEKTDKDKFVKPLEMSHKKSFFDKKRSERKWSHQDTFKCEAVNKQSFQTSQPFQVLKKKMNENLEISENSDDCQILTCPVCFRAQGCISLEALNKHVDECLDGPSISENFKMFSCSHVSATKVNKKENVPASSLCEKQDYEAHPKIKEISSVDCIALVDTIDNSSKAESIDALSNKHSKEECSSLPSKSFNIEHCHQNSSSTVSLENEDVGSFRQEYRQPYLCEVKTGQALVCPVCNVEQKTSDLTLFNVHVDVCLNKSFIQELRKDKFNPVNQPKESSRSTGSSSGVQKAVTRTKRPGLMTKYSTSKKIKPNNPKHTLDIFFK
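10 nM Pol kappa preincubated 15 min at room temperature with compounds, then reaction started with substrate at 50 nM final. Fluorescence read kinetically at 0 and 10 min; buffer-only wells served as negative control.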
POLB inh: blocks human DNA polymerase beta activity; actives 1.3% (n = 340,000); AID 485314; P06746; Potency, µM (top dose mostly 114 µM), for inactives: at the highest dose activity change, negative = inhibition, hits mostly inhibitors; Pol beta primer extension/strand displacement, fluorescence kinetic; further: potency means the concentration at half of the fitted maximal effect; on the % scale 0 is the no-effect control and ±100 the full control effect
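Kinetic readout of DNA synthesis with strand displacement by Pol beta. Compound and 10 nM enzyme sit 15 min at room temperature; 50 nM substrate starts the reaction, read immediately and at 10 min.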
The depositor's hits bear a star; i = inactive; ? = inconclusive; / = no result given; & = joins results of further samples; [ ] = another dose, or the depositor's remark. Unless noted, the call rests on the fitted dose curve; in most records, active means well fitted curve in the direction sought with a large enough effect; inconclusive means small, poorly fitted or top-dose-only effect, or another doubt; inactive means no such curve, though single readings can be large; an effect the other way counts as inactive or inconclusive. The list is partial. The share of hits here may be higher or lower than overall.

Values run as follows: APEX1 inh, Anesthetic bind, POLB inh, BLM inh, POLH inh, Pol kappa inh, PGK inhibitor, POLI inh, RXFP1 antagonist
#1 CC(NC(=O)/C(C#N)=C/c1ccc(Cl)c([N+](=O)[O-])c1)c1ccccc1 (stereo not drawn)
    9%, ?, -1%, -8%, -20%, -12%, /, -8%, -104*
#2 Cn1nnc2cc(C(=O)Nc3ccc4ccccc4c3)ccc21
    5%, -5%, -1%, -1%, -12%, -7%, 3%, 95%[activator], -16
#3 CN1C(C(=O)NCCc2cccs2)CC2Cn3c(nc4ccccc43)C21 (stereo not drawn)
    0%, 20%, 0%, 0%, -6%, 9%, -9%, -13%, /
#4 CCc1nnc(SCC(=O)Nc2ccc(N3CCN(S(C)(=O)=O)CC3)cc2)o1
    3%, 0%, 37%, -4%, -18%, -12%, -4%, -3%, -3
#5 COc1ccc2c(c1)C(O)C(CO)C(C(=O)O)C2 (stereo not drawn)
    /, /, /, /, -10%, -10%, 0%, 17%, -1
#6 O=C(CN(c1ccc(F)cc1)S(=O)(=O)c1ccc2c(c1)OCCO2)NCc1ccccc1
    -2%, -21%, -1%, -3%, 1%, -6%, 6%[11.5 µM], -2%, -4
#7 CCNC(=O)OCc1cn(-c2ccc(Cl)cc2)nn1
    -1%, -2%, 17%, 1%, -11%, -10%, -4%, 84%[activator], -10
#8 COc1cc(CCC(=O)NC2(C)CCS(=O)(=O)C2)cc(OC)c1OC (stereo not drawn)
    11%, /, /, /, -1%, -3%, 9%, 17%, -2
#9 Cc1cccc(NC(=O)CNC(=O)CNC(=O)Cc2ccccc2)c1
    -2%, -2%, 4%, -2%, -14%, -12%, -3%, 14%, -17
#10 C/C(=N\NC(=O)C(=O)N/N=C(\C)c1cccc(O)c1)c1cccc(O)c1
    4%, ?, 0%, 1%, -2%, 8%, -11%, 106%[activator], 2
#11 Cc1ccc2nc3c(cc2c1)c(NC(=O)c1ccccn1)nn3CC(C)C
    16%, -6%, 4%, -10%, -2%, -5%, 2%, 15%, -9
#12 CCOc1ccc(S(=O)(=O)N2CCN(CCNS(=O)(=O)c3ccc(C)cc3)CC2)cc1
    15%, /, /, /, -21%, -18%, -8%, 4%, -3
#13 COC(=O)[C@@H]1[C@H]2C[C@H]3c4[nH]c5ccccc5c4CCN3C[C@@H]2CC[C@@H]1O
    4%&-8%, -8%, 16%[57.1 µM], 1%, -5%[57.1 µM], -19%[60.1 µM], -9%&2%, 9%[58.9 µM], -17
#14 COc1cccc(N=Nc2ccc3cccnc3c2O)c1
    4%, -7%, ?, -11%, -7%, -8%, -2%, 69%[activator], -13
#15 Nc1ccc2nc(SCC(=O)N3CCOCC3)sc2c1
    0%, -5%, 3%, -2%, -10%, 9%, -1%, 0%, 2
#16 Cc1cccc(C)c1Nc1sc(C(=O)c2ccccc2)c(N)c1C(=O)Nc1ccc(F)cc1
    /, ?, 2%, -12%, -25%, -3%[60.1 µM], -11%, 23%, ?
#17 COCCn1nnnc1C(c1ccc(OC)cc1)N1CCN(C(=O)c2ccco2)CC1 (stereo not drawn)
    27%, -1%, 3%, -1%, -5%, -5%, -1%, 114%[activator], 11
#18 CCC(=O)Nc1ccc(NC(=O)CSc2nnnn2CC)cc1C
    1%, -10%, 26%, 2%, -14%, 6%, i, 0%, -9
#19 Cc1cccc(-n2ncc(C(=O)N3CCN(C4CCCCC4)CC3)c2C2CCN(C(=O)OC(C)(C)C)CC2)c1
    /, 1%, 10%, -2%, -15%, -11%, i, -8%, -17
#20 COc1ccc(/C=C2\N=C3CCCCCN3C2=O)cc1OC
    -1%, ?, 25%, 0%, -12%, -2%, i, 16%, -3
#21 CC(C)Cc1cc(C(C)(C)C)ccc1OC(=S)N(C)C
    24%, -16%, 3%, -8%, -5%, -3%, -4%, 8%, /
#22 Cc1cc(C)nc(NCCO)n1
    11%, -5%, -3%, 7%, -22%, -2%, i, 118%[activator], -3
#23 CC12CCC(c3c(C(=O)Nc4nccs4)nn(-c4ccccc4)c31)C2(C)C (stereo not drawn)
    0%, ?, 6%, -10%, -13%, 3%, /, -13%, -23
#24 CC(C)(C)c1ccc(-c2nc(C=O)c3ccccn23)cc1
    -3%, ?, 3%, -1%, -26%, -3%, -3%, 13%, -10
#25 Cc1nc(C(=O)NNC(=O)c2ccc(Cl)cc2)c(C(F)(F)F)o1
    -8%, 11%, 6%, -2%, -2%, 5%, -8%, 50%[activator], -10
#26 Cc1ccc(C)c(NC(=O)/C(C#N)=C/c2cn(CC(=O)NCc3ccco3)c3ccccc23)c1
    3%, 0%, 3%, 0%, -19%, -6%, -1%, 10%, 3
#27 O=C(COC(=O)c1ccc(Cl)nc1)NCCc1ccccc1
    35%, /, /, /, 2%, -6%, -6%, -14%, 0
#28 NC(=O)SCC(=O)Nc1ccccc1C(=O)O
    -2%, 2%, 8%, -3%, -6%, 14%, i, 1%, -5
#29 COc1ccc(CSc2nnnn2-c2ccccc2)cc1
    -4%, 14%, -16%, -12%, ?, -12%, -9%, -6%, -7
#30 O=C(c1ccsc1)N1CCCC(Nc2cccc(F)c2)C1 (stereo not drawn)
    1%, ?, 10%, -1%, -5%, 0%, i, 25%, 9
#31 O=C(CSc1nnc2c(n1)[nH]c1ccc(F)cc12)N1CCOCC1
    -2%, -6%, 4%, -9%, -12%, -23%, 5%, 143%[activator], -5
#32 Cc1ccc(S(=O)(=O)NCC(=O)N/N=C/c2ccc(Cl)cc2Cl)cc1
    -3%, ?, 0%, -10%, -24%, -7%, -10%, 19%, -1
#33 Cc1ccc(N=Cc2cc3c(cc2O)OC(N)=C(C#N)C3c2ccccc2)cc1 (stereo not drawn)
    -9%, -8%, 39%, -2%, -6%, -6%, -8%, -9%, -69*
#34 CCCCn1c(=O)[nH]c2nc3cc(NC(C)=O)ccc3nc2c1=O
    16%, 65%[activator], -3%, -3%, -11%, -2%, i, 173%[activator], 10
#35 CCCCn1c(SCc2cccnc2)nc2c1c(=O)n(C)c(=O)n2C
    -1%, -1%, -15%, -6%, -10%, -14%, 13%, -16%, -3
#36 CCOC(=O)c1ccc2c(c1)[C@@H]1C=CC[C@@H]1[C@H](c1cccc(OC)c1OC)N2
    /, 1%, -12%, -15%, -7%, -32%, -3%, ?, -37
#37 COc1cccc(C2C(C(=O)Nc3ccc(C)cc3C)=C(C)Nc3nc4ccccc4n32)c1OC (stereo not drawn)
    /, 1%, 18%, -9%, -18%, 5%, -4%, 20%, /
#38 OCCN1CCN(CC/C=C2/c3ccccc3Sc3ccc(C(F)(F)F)cc32)CC1
    -12%&-2%&-3%&0%, -22%&-11%, 4%[57.1 µM], -1%&4%, -14%, ?, i, 15%, ?
#39 COc1ccc(N2CCN(C(=O)c3ccc(C(C)(C)C)cc3)CC2)cc1
    1%, ?, 10%, -6%, -13%, -12%, -9%, -10%, -26
#40 CCCCOC(=O)C(C)Nc1n[nH]c(=O)[nH]c1=O (stereo not drawn)
    1%, -10%, 4%, 0%, -16%, -11%, -4%, 4%, -11
#41 COc1cccc(C2Nc3cc(Cl)c(S(N)(=O)=O)cc3S(=O)(=O)N2)c1 (stereo not drawn)
    -1%, -9%, 12%, -13%, -11%, 5%, -12%, 9%, 9
#42 CC(=O)NC1CCN(CC(=O)Nc2nccs2)CC1
    4%, -4%, 14%, 6%, -22%, 5%, 3%, 123%[activator], -6
#43 Cc1csc(NC(=O)CSc2nnc(-c3ccc(S(=O)(=O)N4CCCC4)cc3)o2)n1
    0%, -20%, 21%, 1%, -12%, -27%, 2%, -58%, -1
#44 NC1=NC[C@@H](Cc2ccc(O)cc2)N1CCCCC1CCCCC1
    10%, 1%, 16%, 2%, -7%, -8%, -6%, -2%, /
#45 Cn1cnc(S(=O)(=O)N2CCC(C(=O)NCc3ccc(Cl)cc3)CC2)c1
    /, 48%[activator], 3%, 0%, -12%, -13%[60.1 µM], 0%, -7%, 8
#46 COC(=O)c1ccc(CN2C(=O)NC3(CCCCC3)C2=O)cc1
    -2%, -8%, -15%, 0%, -9%, -7%, -8%, 1%, 11
#47 CCOC(=O)c1cnc2cc(C(F)(F)F)ccc2c1Nc1ccc(F)cc1F
    /, -18%, 0%, -7%, -16%, 4%, i, 5%, -6
#48 O=C(CC1C(=O)NCCN1C(=O)Nc1ccc(F)cc1F)Nc1cc(Cl)ccc1Cl (stereo not drawn)
    4%, -4%, -7%, -2%, -6%, -5%, 3%, 53%[activator], -15
#49 O=C1CCCc2c1cc(C(=O)NCc1ccco1)c(=O)n2-c1ccc(Cl)cc1
    17%, -9%, -11%, -2%, 5%, -13%, -3%, -3%, -11
#50 Cc1cc(O)cc(=O)o1
    0%, 6%, /, -12%, /, ?, /, /, /
#51 CS(=O)(=O)N(CC(=O)NC1CCCCCC1)Cc1ccccc1
    1%, -4%, -14%, 0%, -3%, 0%, /, -8%, -25
#52 CC(=O)c1c(C)[nH]c(C(=O)COC(=O)c2c(-c3ccccc3)noc2C)c1C
    -2%, /, /, /, -15%, -17%, -4%, 13%, -14
#53 O=C(Nc1cc(Cl)ccc1O)c1cc2nc(-c3ccc4c(c3)OCO4)cc(C(F)(F)F)n2n1
    /, -4%, -1%, -4%, -6%, -8%, 8%, -14%, -5
#54 COC(=O)[C@@H]1C[C@@]2(O)[C@@H](O)[C@@H](O)[C@@H](O)C[C@H]2N1Cc1cc(OC)cc(OC)c1
    1%&19%, 0%&10%, 29%, -14%&0%, -3%, -7%, 0%, -13%, /
#55 COc1ccccc1NS(=O)(=O)c1ccc2c(c1)n(C)c(=O)n2C
    13%, -1%, -5%, -1%, 0%, 4%, /, 18%, -13
